Assay outcomes from PubChem.
Mm-Cpn inhibitor – M. maripaludis TRiC chaperonin inhibition; purified Mm-Cpn ATPase, ADP Transcreener TR-FRET; Potency, µM (series often up to 76.9 µM), without a hit: top-dose activity, negative = inhibition, usual class: inhibitors; 0.031% of 330,000 active; AID 504842; further: potency means the concentration at half of the fitted maximal effect; on the % scale 0 is the no-effect control and ±100 the full control effect; nearly all actives have a fitted effect of over 80% in size
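ATPase read-out: TR-FRET ADP immunoassay (anti-ADP Eu cryptate vs ADP-d2), ex 320 nm, em 590/665 nm; signal drops as ADP forms. Enzyme 25 nM, ATP 10 uM, 30 min at 37°C after 10 min compound preincubation.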
HEK293 tox – cytotoxicity in counter-screen for GLP-1R inverse agonists. HEK293 cAMP-luciferase reporter cells, luminescence, 24 h. Potency, µM (top dose mostly 38.3 µM), without a hit: top-dose activity change, negative = inhibition, most hits filed as inhibitors. 0.13% of 410,000 active. AID 624418;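 further: loss of luciferase light is scored as toxicity; potency means the concentration at half of the fitted maximal effect; on the % scale 0 is the no-effect control and ±100 the full control effect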
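Seeding density was 200 cells/uL; after overnight-length (12 h) culture, 23 nL compounds went on for 24 h at 37 °C. Readout used a luciferase detection reagent, luminescence taken after 12 min at room temperature.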
TDP-43 yeast inh – rescues yeast growth from TDP-43 toxicity; Potency, µM (highest dose often 46.1 µM), without a hit: at the top dose growth rescue (activation), actives largely listed as activators; TDP-43 expressing yeast growth rescue, BacTiter-Glo, 24 h; 1.8% of 410,000 active; further: potency means the concentration at half of the fitted maximal effect; % of control where 0% means no effect; nearly all actives have a fitted effect of over 50% in size
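Growth rescue of TDP-43-toxic yeast measured as ATP luminescence (BacTiter-Glo). Cells grown to mid-log in raffinose, induced in galactose at OD600=0.02, exposed to compound 24 hr at 30 deg C.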
FUS yeast rescue – FUS proteinopathy suppression in yeast | S. cerevisiae FUS-expressing, growth rescue, OD600, 24 h | Potency, µM (series often up to 76.6 µM), inactives show top-dose growth rescue (activation), most hits filed as activators | 0.24% of 390,000 active;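 further: potency means the concentration at half of the fitted maximal effect; plate controls were DMSO vehicle for no effect and reference control for full effect; nearly all actives have a fitted effect of over 55% in size; some results filed as inactive show a strong effect at the top dose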
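S. cerevisiae expressing FUS from galactose induction served as the toxicity model. Growth after 24hr at 30C, read as absorbance at 600 nm, indicates suppression of toxicity; compounds dosed at several concentrations.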
GLP-1R inv ag – inverse agonists of human GLP-1 receptor; P43220; HEK293 GLP-1R CRE-luciferase, luminescence, 24 h; GLP-1R form is constitutively active; Potency, µM (series often up to 38.3 µM), for inactives: top-dose activity change, negative = inhibition, actives largely listed as inhibitors; 1.6% of 410,000 active; AID 624417; further: potency means the concentration at half of the fitted maximal effect; on the % scale 0 is the no-effect control and ±100 the full control effect; nearly all actives have a fitted effect of over 55% in size
Target sequence (P43220 whole entry, looked up): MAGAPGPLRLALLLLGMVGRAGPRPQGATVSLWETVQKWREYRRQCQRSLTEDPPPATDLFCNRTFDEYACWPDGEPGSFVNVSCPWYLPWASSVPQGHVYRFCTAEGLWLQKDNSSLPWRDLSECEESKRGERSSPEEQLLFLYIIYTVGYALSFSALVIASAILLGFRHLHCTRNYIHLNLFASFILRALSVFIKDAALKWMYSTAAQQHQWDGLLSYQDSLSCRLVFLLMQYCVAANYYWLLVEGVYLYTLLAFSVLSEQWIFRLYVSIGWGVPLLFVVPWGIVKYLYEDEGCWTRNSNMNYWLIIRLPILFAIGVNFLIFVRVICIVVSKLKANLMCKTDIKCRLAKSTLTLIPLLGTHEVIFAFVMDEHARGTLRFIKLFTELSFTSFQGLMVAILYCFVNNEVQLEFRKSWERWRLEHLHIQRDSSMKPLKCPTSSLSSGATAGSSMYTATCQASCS
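HEK293 cells stably co-expressing a cAMP-responsive luciferase reporter and constitutively active GLP-1R were seeded, incubated 12 h, then exposed to compounds for 24 h at 37 C. Luminescence was read 12 min after detection reagent; inverse agonists lower signal.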
PTHR1 agonist – agonists of human PTHR1 parathyroid hormone receptor. Q03431. HEK293 GP2 PTHR1 cells, GloSensor cAMP luminescence, 1 h. Potency, µM (highest dose often 115 µM), without a hit: at the top dose activation, most hits filed as activators. 0.075% of 410,000 active; further: potency means the concentration at half of the fitted maximal effect; nearly all actives have a fitted effect of over 55% in size; some results filed as inactive show a strong effect at the top dose; inactives centre near -15; many of its hits are not listed in these tables
Target sequence (Q03431 whole entry, looked up): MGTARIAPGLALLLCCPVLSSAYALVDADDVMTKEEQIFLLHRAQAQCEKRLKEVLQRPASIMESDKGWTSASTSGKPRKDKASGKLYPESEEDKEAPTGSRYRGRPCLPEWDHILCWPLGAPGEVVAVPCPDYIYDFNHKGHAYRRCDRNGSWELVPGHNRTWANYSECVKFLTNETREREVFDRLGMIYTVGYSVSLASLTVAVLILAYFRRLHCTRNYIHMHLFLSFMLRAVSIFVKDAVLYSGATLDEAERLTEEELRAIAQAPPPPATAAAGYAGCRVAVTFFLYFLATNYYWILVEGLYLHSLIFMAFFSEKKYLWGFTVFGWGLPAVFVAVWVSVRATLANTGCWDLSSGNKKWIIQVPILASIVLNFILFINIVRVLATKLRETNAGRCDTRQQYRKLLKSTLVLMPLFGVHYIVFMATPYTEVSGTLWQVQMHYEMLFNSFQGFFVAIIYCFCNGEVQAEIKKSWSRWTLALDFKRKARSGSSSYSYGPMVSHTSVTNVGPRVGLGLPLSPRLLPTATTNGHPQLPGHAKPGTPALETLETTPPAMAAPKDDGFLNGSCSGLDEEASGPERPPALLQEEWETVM
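HEK-293-derived GP2 cells expressing PTHR1 and a GloSensor cAMP reporter, 3,000/well, plated overnight, given luciferin plus IBMX (each 0.5 mM as added) for 1 h at 37 °C, then compound for 1 h at 37 °C. Luminescence was read after 15 min at room temperature.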
aSyn yeast inh – inhibitors of alpha-synuclein toxicity in yeast. Yeast expressing alpha-synuclein, growth rescue, BacTiter-Glo, 24 h. Potency, µM (top dose mostly 46.1 µM), inactives show at the top dose growth rescue (activation), actives largely listed as activators. 0.14% of 370,000 active; further: potency means the concentration at half of the fitted maximal effect; % of control where 0% means no effect; nearly all actives have a fitted effect of over 65% in size
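Galactose-induced alpha-syn yeast (OD600=0.02, raffinose-pregrown) + pinned cpd, 24 hr, 30 deg C; growth by BacTiter-Glo luminescence. Growth restoration scores as activation.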
Abeta yeast res – compounds reversing amyloid beta toxicity in yeast. yeast expressing A-beta42, growth rescue, OD600, 48 h; response scale: 0% DMSO, 100% iron-clioquinol control. Potency, µM (top dose mostly 46.1 µM), without a hit: at the highest dose growth rescue, most hits filed as activators. 0.063% of 410,000 active; further: potency means the concentration at half of the fitted maximal effect; nearly all actives have a fitted effect of over 55% in size
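Yeast growth medium received pinned compounds, then yeast cells expressing toxic A-beta were added; plates incubated at 30 C for 48 hr. Growth read as absorbance at 600 nm, normalized to DMSO and equimolar FeCl3 plus clioquinol controls.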
pAkt inh – blocks phosphorylation of Akt | AID 651550 | Neuro2A IGF-stimulated pAkt S473 HTRF, 20 min; active compounds read low | 0.32% of 360,000 active | activity change, % for hits at 50 µM; in the data active means activity change below about -80%; inconclusive means mostly about -51% to -80%; further: on the % scale 0 is the no-effect control and ±100 the full control effect
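Neuro2A cells in DMEM with 0.5% FBS, overnight at 37 deg C, given compound at single 50 µM final, then IGF (6 nM final) for 20 min at 37 deg C. Lysed; phospho-Akt Ser473 by HTRF after 24 h, 665/615 ratio.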
The depositor's hits bear a star; i = inactive; ? = inconclusive; · = not tested or not shown; [ ] = dose if it differs, or a comment. Unless noted, the call rests on the fitted dose curve; in most records, active means well fitted curve in the direction sought with a large enough effect; inconclusive means small, poorly fitted or top-dose-only effect, or another doubt; inactive means no such curve, though single readings can be large; an effect the other way counts as inactive or inconclusive. Only part of the results is shown; rates above refer to the full screens.

SMILES	Mm-Cpn inhibitor	HEK293 tox	TDP-43 yeast inh	FUS yeast rescue	GLP-1R inv ag	PTHR1 agonist	aSyn yeast inh	Abeta yeast res	pAkt inh
Cn1cccc1Cc1nnc(SCC(=O)Nc2ccc(Cl)cc2)n1-c1ccc(F)cc1	-3%	4%	10%	39%	?	-12%	4%	?	i
COc1ccc([N+](=O)[O-])cc1NC(=S)Nc1ccccc1	-1%	-13%	-5%	-11%	-9%	-3%[57.5 µM]	0%	10%	·
CCOC(=O)C1CCCN(C2=NC(=O)/C(=C/c3ccc(O)c(OCC)c3)S2)C1 (configuration not stated)	0%	15%	20%	18%	77%[activator]	i	-11%	-4%	i
O=C(O)c1c2c(nc3ccccc13)-c1ccccc1CC2	-5%	7%	-10%	14%	3%	i	-1%	2%	i
CCC(C)(C)n1nnnc1CN1CCC(NC(=O)c2ccc(Br)cc2)CC1	1%	-11%	5%	-36%	?	-43%[inhibitor]	5%	0%[9.22 µM]	i
CN(C1CCS(=O)(=O)C1)S(=O)(=O)c1ccccc1[N+](=O)[O-] (configuration not stated)	0%	-12%	-8%[0.397 µM]	-7%	9%	i	-4%	-2%	i
CCC(C)[C@H](N)c1nnc(SCc2ccc(Cl)c(Cl)c2)o1 (some centres not stated)	·	-8%	-13%	-9%	?	i	-3%	-13%	·
O=C(COC(=O)CCC(=O)c1cccs1)NCc1ccco1	-1%	38%[activator]	-9%	42%	8%	0%[57.5 µM]	-3%	-9%	-115%*
O=C(Nc1ccccc1C(=O)O)c1cccc(C(=O)Nc2ccccc2C(=O)O)c1	3%	-14%	-17%	20%	141%[activator]	-12%	-3%	-7%	i
CN(CCc1ccccn1)C(=O)CCC1CCCN(Cc2ccccc2OC(F)F)C1 (configuration not stated)	-1%	2%	·	14%	-18%	-4%	4%	2%	i
CC(C)NC(=O)N(C)C[C@H]1Oc2ccc(NS(=O)(=O)c3ccccc3)cc2C(=O)N([C@H](C)CO)C[C@@H]1C	-1%	7%	28%	0%	9%	i	-2%	-7%	i
O=[N+]([O-])c1ccc(N2CCN(S(=O)(=O)c3ccccc3[N+](=O)[O-])CC2)cc1N1CCc2ccccc2C1	3%	3%	-8%	·	17%	i	-13%	0%	i
COc1ccccc1CNC(=O)CCNS(=O)(=O)c1ccc2c(c1)CCCC(=O)N2	·	-2%	7%	4%	-4%	i	-2%	-16%	·
Cc1cccc(N2CCN(C(=O)COc3ccc4ccc(=O)oc4c3)CC2)c1C	1%	-11%	?	40%	?	-54%[inhibitor]	14%	2%	i
N#C/C(=C\c1ccc(Sc2ccc(Cl)cc2)o1)c1nc2ccccc2[nH]1	-2%	75%[activator]	?	·	?	-23%	-16%	-2%	i

Eight compounds out of the list, sorted by formula weight, rising:
SMILES	Mm-Cpn inhibitor	HEK293 tox	TDP-43 yeast inh	FUS yeast rescue	GLP-1R inv ag	PTHR1 agonist	aSyn yeast inh	Abeta yeast res	pAkt inh
COc1ccc([N+](=O)[O-])cc1NC(=S)Nc1ccccc1	-1%	-13%	-5%	-11%	-9%	-3%[57.5 µM]	0%	10%	·
CCC(C)[C@H](N)c1nnc(SCc2ccc(Cl)c(Cl)c2)o1 (some centres not stated)	·	-8%	-13%	-9%	?	i	-3%	-13%	·
N#C/C(=C\c1ccc(Sc2ccc(Cl)cc2)o1)c1nc2ccccc2[nH]1	-2%	75%[activator]	?	·	?	-23%	-16%	-2%	i
Cc1cccc(N2CCN(C(=O)COc3ccc4ccc(=O)oc4c3)CC2)c1C	1%	-11%	?	40%	?	-54%[inhibitor]	14%	2%	i
CN(CCc1ccccn1)C(=O)CCC1CCCN(Cc2ccccc2OC(F)F)C1 (configuration not stated)	-1%	2%	·	14%	-18%	-4%	4%	2%	i
CCC(C)(C)n1nnnc1CN1CCC(NC(=O)c2ccc(Br)cc2)CC1	1%	-11%	5%	-36%	?	-43%[inhibitor]	5%	0%[9.22 µM]	i
Cn1cccc1Cc1nnc(SCC(=O)Nc2ccc(Cl)cc2)n1-c1ccc(F)cc1	-3%	4%	10%	39%	?	-12%	4%	?	i
CC(C)NC(=O)N(C)C[C@H]1Oc2ccc(NS(=O)(=O)c3ccccc3)cc2C(=O)N([C@H](C)CO)C[C@@H]1C	-1%	7%	28%	0%	9%	i	-2%	-7%	i

Next section:
SMILES	Mm-Cpn inhibitor	HEK293 tox	TDP-43 yeast inh	FUS yeast rescue	GLP-1R inv ag	PTHR1 agonist	aSyn yeast inh	Abeta yeast res	pAkt inh
CCc1ccccc1Nc1nn2c(=O)c3ccc(C(=O)NC(C)c4ccccc4)cc3nc2s1 (configuration not stated)	·	-30%	11%	45%	5.6µM*	-2%	1%	-15%	·
CC(C)(C)C(=O)Nc1ccc(C(=O)N/N=C/c2ccccc2OC(=O)c2ccc(Cl)cc2Cl)cc1	-4%	-5%	11%	31%	?	i	-3%	12%	i
CC(=O)c1sc(N2CCOCC2)nc1-c1ccccc1	-7%	-12%	17%	-11%	18%	i	3%	-1%	i
COc1ccc([C@@H]2CC=C(C(=O)O)[C@H](c3cccc(Cl)c3)N2S(=O)(=O)c2ccc(Cl)cc2)cc1	0%	4%	21%	3%	?	i	0%	-21%	i
O=C1OCC(CO)(CO)N=C1NNc1ccccc1Cl	1%	-3%	10%	-1%	0%	23%	17%	-6%	i
CC(=O)Oc1ccc(Cn2c(C)c(C(=O)NCCC#N)sc2=O)cc1	·	4%	0%	-25%	23%	-22%	-4%	-5%	i
Clc1ccc(OCCOCCNCc2ccccc2)cc1Cl	1%	-25%	-3%	0%	?	i	0%	-5%	i
COc1ccc2c(c1)N(C)/C(=C1/SC(=S)N(NC(C)=O)C1=O)S2	-3%	1%	12%	1%	6%	-17%	-7%	3%	i
O=C(Nc1ccc([N+](=O)[O-])cc1)OCCc1ccccn1	3%	3%	4%	-18%	15%	i	-16%	0%	i
S=c1[nH]c2ccc3ccccc3c2[nH]1	0%	8%	-27%[0.397 µM]	4%	16%	-10%	-10%	-9%	i
COc1ccc(N2CCN(CCCNC(=O)c3cc4sccc4n3C)CC2)cc1	0%	?	-7%	3%	-11%	-33%	2%	8%	i
COc1cc(C2CC(=O)Oc3c2c(=O)n(C)c2ccccc32)cc(OC)c1OC (configuration not stated)	1%	0%	-9%	22%	7%	-34%[inhibitor]	4%	-16%	i
O=C(CSc1nnc(SCc2ccccc2)s1)N/N=C/c1c[nH]c2ccccc12	0%	13%	13%	18%	-27%	i	-3%	-5%	i
CSc1ccccc1Sc1cc(C(=O)O)c2ccccc2n1	1%	-2%	11%	2%	0%	-1%	1%	5%	i
Cc1cccc(C)c1-n1nnnc1C(c1ccccc1OC(F)(F)F)N1CCN(C/C=C/c2ccccc2)CC1 (configuration not stated)	·	4%	-1%	27%	?	-24%	-19%	7%	i
Cc1cc(O)cc(C)c1Cl	·	-1%	23%	-18%	3%	-34%[inhibitor]	1%	1%	i
COc1ccc(C2=CC(c3cccc(C)c3)n3nnnc3N2)cc1 (configuration not stated)	·	203%[activator]	?	3%	-3%	-5%	2%	-4%	·
Cc1ccc(N2C(=O)C3NN=C(C(=O)OCc4ccccc4)C3C2=O)c(C)c1 (configuration not stated)	-1%	10%	14%	25%	5%	i	0%	29%	i
CCOC(=O)N1CCC(NCCNC(=O)c2ccc(Cl)cc2)CC1	2%	12%	-6%	43%	?	-3%	-2%	-12%	i
COc1cccc(CC(=O)OCC(=O)NC2(C#N)CCCCC2)c1	-1%	-2%	-12%	5%	2%	-13%	0%	1%	i
Cc1cc(N2CCN(C)CC2)nc2ccc(NC(=S)N3CCN(c4ccc(F)cc4)CC3)cc12	-2%	?	-18%	37%	?	i	2%	4%	i
COc1cccc(-c2nc3ccccc3s2)c1	-3%	0%	-3%	-1%	?	-4%	-8%	-22%	i
Cc1nc(SCC(=O)O)c(C#N)c(C)c1CC(=O)c1ccccc1	0%	-1%	-3%	25%	4%	-22%	1%	-2%	i
CCOc1ccc(NC(=S)Nc2cc(OC)c(Cl)cc2OC)cc1	1%	-29%	?	·	?	i	0%	5%	i
CSc1nnc(-c2sc3cc(Cl)ccc3c2Cl)n1C	-3%	2%	-13%	12%	-2%	-1%[57.5 µM]	-2%	-25%	i
Cc1cc(-c2ccc(C)c(S(=O)(=O)Nc3ccccn3)c2)on1	·	15%	11%	2%	2%	i	·	-3%	·
Cc1n[nH]c(=O)c2c(NC(=O)COC(=O)c3ncc(Cl)c(Cl)c3Cl)oc(C)c12	-28%	-15%	17%	-7%	8%	-9%	3%	5%	i
Cc1cc2c(cc1C)NC1(C(=O)Nc3ccccc31)C1=C(CC(C)(C)CC1=O)N2 (configuration not stated)	·	-2%	15%	-22%	?	i	-4%	2%[9.22 µM]	i
CCn1cc(C(=O)NCCO)c(=O)c2cc(F)c(N3CCN(C)CC3)cc21	-1%	-7%	-3%	7%	31%[activator]	i	0%	3%	i
